Screens (PubChem BioAssay)
CHOP inh: CHOP inhibition in unfolded protein response. CHO-K1 CHOP-promoter luciferase, tunicamycin-induced, 15-18 h. inhibition, % at 10 µM. 3.8% of 220,000 active. AID 2732;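 active = compounds that reduced the stress-induced luciferase reporter signal by more than about 70% of percent inhibition, limit read from the data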;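 note: 0% = tunicamycin plus vehicle and 100% = wells without tunicamycin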
NPY-Y1 PAM-ag: potentiates or activates human NPY-Y1 receptor; activation, % at 3.6 µM; NPY-Y1 expressing cells, potentiator/agonist activation; 0.37% of 220,000 active; P25929; AID 1304; in the data active = activation above about 33%, passing the limit was not always enough;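 note: cells stimulated with NPY at EC10 then isoproterenol at EC100; 0% = low agonist plus stimulus and 100% = saturating agonist plus stimulus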
EP2 mod: EP2 receptor (human) modulation | 0.83% of 260,000 active | P43116 | EP2-expressing cells, cAMP HTRF FRET, PGE2 co-stimulation | induction, % at 25 µM;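 active = compounds whose cAMP rise, as percent of the full-agonist control response, exceeds 60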;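 note: rat C6 glioma line stably carrying human EP2 under a CMV promoter; the protocol text gives 20 µM as final concentration; 100% = response of wells given 1 µM PGE2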
NPY Y1 blocker: NPY-Y1 (human) receptor antagonism; HEK293-CNG Y1 cells, membrane potential fluorescence; NPY at EC95, then isoproterenol; P25929; 1% of 200,000 active; AID 1040; inhibition, % at 3.6 µM;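 active = inhibition above the campaign mean inhibition of all tested compounds plus 3 SD, cut at about 20% in these data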;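 note: 0% = DMSO wells given NPY plus isoproterenol and 100% = isoproterenol alone without NPY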
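Material: HEK293 cells with Y1 receptor plus CNG channel; times: compound incubation 1 h at room temperature, readout 45 min post-stimulation; signal: fluorescence, membrane potential probe; read-out basis: fluorescence ratio normalized to % inhibition between controls; benchmarks: full-block control isoproterenol-only wells, zero-block control NPY plus isoproterenol wells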
TRPN1 ag: activates the zebrafish TRPN1 channel; 0.18% of 220,000 active; activation, % at 3 µM; HEK293 zebrafish TRPN1-YFP, Fluo-8 calcium fluorescence; 100% = response to 87 µM carbachol;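 active = activation above its plate's cutoff, the mean activation of test wells on that plate plus 3 SD, cut at about 19% in these data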;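 note: 0% = DMSO alone and 100% = 87 µM carbachol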
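System: zebrafish TRPN1-YFP in HEK293 cells / Dosing: 3 µM single point / Timing: dye loading 1 h at 37 °C, then 30 min room temperature / Signal: Fluo-8 calcium fluorescence, excitation 470-495 nm, emission 515-575 nm / Read-out basis: percent activation from peak over basal fluorescence ratio, control-normalized / Control set: high carbachol 87 µM, low DMSO alone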
S1P4 antag: human S1P4 receptor antagonism; inhibition, % at 4.98 µM; 0.26% of 220,000 active; S1P4-expressing cells, antagonist mode, reporter read-out; O95977; in the data active = inhibition above about 29%;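 note: 0% = wells stimulated with agonist and 100% = vehicle wells without agonist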
Target sequence (O95977 whole entry, looked up): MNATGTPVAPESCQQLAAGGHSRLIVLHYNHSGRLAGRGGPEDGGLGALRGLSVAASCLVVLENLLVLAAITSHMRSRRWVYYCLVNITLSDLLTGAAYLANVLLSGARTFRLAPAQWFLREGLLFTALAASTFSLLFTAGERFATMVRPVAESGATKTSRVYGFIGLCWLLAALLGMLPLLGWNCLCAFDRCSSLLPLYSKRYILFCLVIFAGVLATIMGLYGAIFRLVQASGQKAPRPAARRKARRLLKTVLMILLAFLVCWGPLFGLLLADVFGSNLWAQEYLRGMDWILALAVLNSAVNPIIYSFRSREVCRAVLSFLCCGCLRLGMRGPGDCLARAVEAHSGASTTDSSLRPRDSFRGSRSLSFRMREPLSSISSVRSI
NPY2 pot ag: potentiates or activates human NPY-Y2 receptor | P49146 | cells expressing NPY-Y2, potentiator/agonist read-out | activation, % at 3.6 µM | 0.45% of 220,000 active | AID 1359; in the data active = activation above about 27%;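 note: cells stimulated with NPY near EC25 plus isoproterenol at EC100; 0% = vehicle plus submaximal agonist and 100% = vehicle plus saturating agonist; some results beyond the cut were filed as inactive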
Target sequence (P49146 whole entry, looked up): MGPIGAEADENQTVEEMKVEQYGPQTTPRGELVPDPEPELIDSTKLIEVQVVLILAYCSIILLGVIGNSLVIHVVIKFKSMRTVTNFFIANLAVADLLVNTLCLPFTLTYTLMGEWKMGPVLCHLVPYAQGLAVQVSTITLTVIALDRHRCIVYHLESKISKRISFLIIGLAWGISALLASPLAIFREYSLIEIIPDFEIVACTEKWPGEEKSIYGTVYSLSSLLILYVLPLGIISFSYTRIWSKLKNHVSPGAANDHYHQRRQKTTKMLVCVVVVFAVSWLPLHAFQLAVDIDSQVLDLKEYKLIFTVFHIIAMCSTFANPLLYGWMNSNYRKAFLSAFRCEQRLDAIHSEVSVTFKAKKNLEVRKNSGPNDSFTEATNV
TRPML3 ag: human mucolipin-3 channel agonism | Q8TDD5 | activation, % at 3 µM | 0.29% of 220,000 active | HEK293 TRPML3-YFP, Fluo-8 calcium fluorescence; 100% = the carbachol control signal;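 active = activation above its plate's cutoff, the mean activation of the plate's test wells plus 3 SD, cut at about 12% in these data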;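 note: 0% = DMSO only wells and 100% = carbachol wells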
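Test system – HEK293 line with stable expression of human TRPML3-YFP channel · Control set – carbachol 87 µM final as high control (100%), DMSO as low control (0%) · Signal – Fluo-8 calcium dye fluorescence, ex 470-495, em 515-575 nm · Incubation – 1-h 37 °C dye load, 5-s basal, 120-s post-compound reads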
S1P4 ag: activates the human S1P4 receptor; activation, % at 4.98 µM; 0.35% of 220,000 active; S1P4-expressing cell line, agonist reporter assay; AID 1509; in the data active = activation above about 11%;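 note: 0% = DMSO vehicle and 100% = reference agonist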
Active calls of the source: *; . = no result given; & = joins results of further samples.

no.	smiles	CHOP inh	NPY-Y1 PAM-ag	EP2 mod	NPY Y1 blocker	TRPN1 ag
1	CCC(CO)NC(=O)c1cccc(S(=O)(=O)N2c3ccccc3CC2C)c1 (stereo not drawn)	-3	3	4	4	0.7
2	Cc1ccc2cc(CN(CC3CCCO3)C(=S)NCc3ccco3)c(=O)[nH]c2c1C (stereo not drawn)	6	-8	13	-1	-0.6
3	CC(Oc1ccccc1)C(=O)NNC(=O)c1ccccn1 (stereo not drawn)	-20	-12	27	-3	1.7
4	O=C(N1CCN(c2ccccc2)CC1)C12CC3CC(CC(C3)C1)C2	29	17	-42	8	1.7
5	COc1ccc(S(=O)(=O)N2CCCCCC2)cc1NC(=O)Cc1ccccc1F	16	10	8	.	0.1
6	Cc1ccc(-c2cc(C(=O)Nc3nccs3)c3ccccc3n2)o1	2	0	-24	4	0.4
7	N#Cc1c(NC(=O)c2ccncc2)sc2c1CCC2	-2	-19	-18	1	1.1
8	Cc1cc(Cl)ccc1OCC(=O)N1C(C)CCCC1C (stereo not drawn)	3	-8	-23	7	-1.6

no.	S1P4 antag	NPY2 pot ag	TRPML3 ag	S1P4 ag
1	7	5	0.0	-0.7
2	-13	-9	0.0	-1.7
3	-19	-7	0.9	1.2
4	-2	-1	0.1	0.3
5	6	4	7.2	-0.7
6	-5	-4	0.8	0.8
7	-9	-2	0.8	0.8
8	3	-4	0.2	1.8

(more compounds)
no.	smiles	CHOP inh	NPY-Y1 PAM-ag	EP2 mod	NPY Y1 blocker	TRPN1 ag
9	CC(=O)c1cc(C#N)c(SCc2ccc(F)cc2)nc1C	44	-17	26	6	-0.4
10	O=C(CCSCc1ccc(Cl)cc1)NC1CCCC1	15	-29	-39	3	-1.6
11	CC(C)SCCCCOc1ccc2ccccc2c1	-16	-12	19	4	-0.8
12	CCC(=Nc1ccccc1O)C1=C(O)CC(c2ccccc2)CC1=O (stereo not drawn)	3	-18	-39	.	-0.7
13	CN(CC(=O)Nc1nc2ccccc2s1)S(=O)(=O)c1ccccc1	8	16	4	-7	2.6
14	CN(/N=C/c1cc(Cl)cc(Cl)c1O)c1c(Cl)cccc1[N+](=O)[O-]	21	7	6	.	-0.3
15	Cc1ccc(CSCc2nnc(SCC(=O)N3CCN(c4ccccc4)CC3)n2C)cc1	26	8	-2	4	4.3
16	Nc1c(C(=O)Nc2ccc(S(=O)(=O)N3CCCC3)cc2)sc2nc3cc4c(cc3cc12)CCC4	66	13	-11	0	0.9

no.	S1P4 antag	NPY2 pot ag	TRPML3 ag	S1P4 ag
9	-22	1	0.3	1.5
10	-17	-1	-1.2	0.3
11	-4	-8	0.9	1.5
12	-3	-7	0.4	0.0
13	5	-14	1.4	0.1
14	-4	12	0.2	-0.4
15	1	-10	3.5	2.4
16	-4	8	0.6	1.9

Continuation:
no.	smiles	CHOP inh	NPY-Y1 PAM-ag	EP2 mod	NPY Y1 blocker	TRPN1 ag
17	COc1ccc(CN2CCN(CC=C(C)C)C(CCO)C2)cc1Cn1cncn1 (stereo not drawn)	12	0	-3	-1	-0.6
18	O=c1c2sc3nc(N4CCOCC4)c4c(c3c2ncn1CCc1ccccc1)CCCC4	11	-7	25	5	2.2
19	COC(=O)c1cc2nc(-c3ccc(OC)c(OC)c3)cc(C(F)(F)F)n2n1	-8	-9	5	-2	0.2
20	Cn1c(Cc2ccccc2)nnc1SCC(=O)Nc1ccccc1N1CCOCC1	-5	8	29&19	2	-2.3
21	Cc1[nH]n(-c2ccccc2)c(=O)c1N=Nc1ccc2c(c1)OCO2	9	17	19	0	1.7
22	CC1(C)Cc2c(C#N)c(N)n(-c3ccccc3)c(=S)c2CO1	27	12	8	.	-0.3
23	COc1cc(-c2nnc(SCc3cc(=O)oc4cc(C)ccc34)o2)cc(OC)c1OC	-2	-24	-14	18	0.0
24	Cc1[nH]n(-c2ccccc2)c(=O)c1/C=N/O	-4	6	-5	58*	0.1

no.	S1P4 antag	NPY2 pot ag	TRPML3 ag	S1P4 ag
17	3	14	0.9	-0.3
18	-9	0	1.1	-2.4
19	4	-3	0.4	-1.5
20	-1	5	-0.4	1.6
21	-5	2	0.1	1.5
22	-6	2	0.6	-1.4
23	-7	-8	-0.5	0.2
24	-21	-15	0.2	1.0

Other entries.
no.	smiles	CHOP inh	NPY-Y1 PAM-ag	EP2 mod	NPY Y1 blocker	TRPN1 ag
25	Fc1ccccc1CSc1nnc(-c2cccs2)o1	-12	-15	7	6	0.2
26	Cc1ccc(-c2nn3c(C)nnc3s2)cc1NC(=O)C(C)C	21	-7	-3&-14	7	1.7
27	O=C1C2C3C=CC(C3)C2C(=O)N1c1cccnc1 (stereo not drawn)	-1	-2	24	-4	1.3
28	CC(NCc1ccc(OCc2ccc(Cl)cc2)cc1)C(O)c1ccccc1 (stereo not drawn)	105*	-8	-45	12	2.4
29	CC(C)C[C@H](N)c1cn([C@@H](Cc2ccc(O)cc2)C(=O)N2CCNCC2)nn1	9	-11	11	-1	1.2
30	Cc1cc(NCCO)c2ccccc2n1	0	1	29	4	0.8
31	O=C(O)c1ccc(Cl)c(S(=O)(=O)N2CCCC2)c1	17	10	20	.	0.8
32	COC(=O)c1c(N)sc(C(C)=O)c1C	18	0	7	-2	0.0

no.	S1P4 antag	NPY2 pot ag	TRPML3 ag	S1P4 ag
25	-17	-10	-0.5	-1.1
26	-18	-19	1.4	-0.2
27	-8	-7	0.1	-2.8
28	2	-4	2.1	0.5
29	1	-1	0.8	-1.7
30	-3	6	-0.1	-0.2
31	-4	-5	0.7	1.3
32	-20	-6	0.1	-0.2

Additional compounds follow.
no.	smiles	CHOP inh	NPY-Y1 PAM-ag	EP2 mod	NPY Y1 blocker	TRPN1 ag
33	O=C(COC(=O)CCSc1ccc(Cl)cc1)NCc1ccco1	-2	-11	38	7	-3.6
34	CCC(C)NC(=O)COC(=O)c1ccc(Cl)cc1O (stereo not drawn)	23	-15	-2	6	0.6
35	COCCOC(=O)c1c(C)oc2ccc(OCC=C(C)C)cc12	23	-48	46	16	0.2
36	COc1ccccc1NCCC(=O)OCC(=O)NC1CCCCCC1	12	2	-5	1	-0.7
37	COCCCNCCCOc1ccc(Cl)cc1Br	10	-9	1	7	2.1
38	Cc1ccc(C(=O)NC(=S)Nc2ccc3[nH]c(=O)[nH]c3c2)cc1	21	-21	-57	2	0.6
39	O=C1c2cccc(OCc3ccc(F)cc3)c2CCN1Cc1ccccc1	48	-9	31	6	-0.8
40	Cc1ccc(NCc2cccnc2)cc1	-2	-10	15	0	-0.4

no.	S1P4 antag	NPY2 pot ag	TRPML3 ag	S1P4 ag
33	-5	-9	-1.5	0.8
34	8	8	0.7	1.5
35	-7	-23	-0.3	-0.9
36	-8	-4	0.2	0.9
37	-15	-6	0.0	0.0
38	-22	6	1.3	-1.1
39	-8	-3	-0.8	-3.4
40	-1	-1	1.3	-2.7

The results go on:
no.	smiles	CHOP inh	NPY-Y1 PAM-ag	EP2 mod	NPY Y1 blocker	TRPN1 ag
41	COc1ccc(C2=CC(c3ccc(OC)c(OC)c3)NC(=S)N2)cc1 (stereo not drawn)	25	8	-10	4	-1.1
42	CCNC(=O)NCc1c(C)c(C)n(Cc2ccccc2)c1-n1cccc1	14	12	35	10	-1.5
43	CCOc1ccc(NC(=O)Cn2c(=O)n(CC3CCCO3)c(=O)c3ccccc32)cc1 (stereo not drawn)	43	4	38	7	1.3
44	C=CCN(CC=C)S(=O)(=O)c1ccc(NC(=S)NC(=O)/C=C/c2ccccc2)cc1	5	-13	-38	6	1.9
45	CC(=O)Nc1ccc(N2CCCC2)cc1	10	13	4	12	-0.6
46	COC(=O)C1=C(NC(=O)C2CCCCC2)CCS1	9	5	15	-2	-0.7
47	O=C(O)c1ccc(-c2ccccn2)s1	-12	-18	18	11	0.7
48	CCN(Cc1cnn(C)c1)C(=O)CC1C(=O)NCCN1Cc1cccc(OC)c1OC (stereo not drawn)	-5	15	24	0	0.2

no.	S1P4 antag	NPY2 pot ag	TRPML3 ag	S1P4 ag
41	-10	-18	-0.5	1.2
42	-18	-6	-0.1	1.3
43	-8	13	0.6	-0.1
44	0	-27	1.1	-0.7
45	-17	-3	0.3	-0.6
46	-20	-12	-0.6	2.2
47	-5	-5	1.0	0.4
48	-4	14	0.4	0.0

Arranged by SMILES length (smallest number first): four of the compounds above.
no.	smiles	CHOP inh	NPY-Y1 PAM-ag	EP2 mod	NPY Y1 blocker	TRPN1 ag
12	CCC(=Nc1ccccc1O)C1=C(O)CC(c2ccccc2)CC1=O (stereo not drawn)	3	-18	-39	.	-0.7
28	CC(NCc1ccc(OCc2ccc(Cl)cc2)cc1)C(O)c1ccccc1 (stereo not drawn)	105*	-8	-45	12	2.4
17	COc1ccc(CN2CCN(CC=C(C)C)C(CCO)C2)cc1Cn1cncn1 (stereo not drawn)	12	0	-3	-1	-0.6
5	COc1ccc(S(=O)(=O)N2CCCCCC2)cc1NC(=O)Cc1ccccc1F	16	10	8	.	0.1

no.	S1P4 antag	NPY2 pot ag	TRPML3 ag	S1P4 ag
12	-3	-7	0.4	0.0
28	2	-4	2.1	0.5
17	3	14	0.9	-0.3
5	6	4	7.2	-0.7

Further results follow:
no.	smiles	CHOP inh	NPY-Y1 PAM-ag	EP2 mod	NPY Y1 blocker	TRPN1 ag
49	CC1=NOC(=O)/C1=C\c1ccccc1	-18	37	-22	.	1.7
50	COc1ccccc1NC(=O)c1ccc(NC(=O)COC(=O)C2CCCCC2)cc1	14	15	5	2	0.4
51	COc1ccc(N(C(=O)/C=C/C(=O)Nc2cc(C)on2)C(C(=O)NC2CCCC2)c2ccccc2C)cc1 (stereo not drawn)	49	9	31	-2	-0.6
52	Cc1ccc(C(=O)NCC(=O)O)o1	-21	-15	16&19	2	-0.7

no.	S1P4 antag	NPY2 pot ag	TRPML3 ag	S1P4 ag
49	7	7	1.0	0.0
50	-16	17	0.6	-0.6
51	5	4	0.1	-3.7
52	-25	6	1.1	-1.8
